EBNA-1 inh: blocks EBNA-1 binding to DNA. EBNA-1 DNA binding, fluorescence polarization. inhibition, % at 14.8 µM. 0.34% of 300,000 active. AID 1950; in the data active means inhibition above about 28%
LYPLA1 inh: counter-screen for PME1 inhibitors: inhibitors of human LYPLA1; O75608; 0.16% of 320,000 active; inhibition, % at 5.9 µM; recombinant LYPLA1, FP-Rh probe fluorescence polarization;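 active means inhibition above the mean of all tested compounds plus 3 SD, set per campaign, cut at about 14% in these data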;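 further: inhibitors block serine hydrolase probe labeling of LYPLA1 so polarization falls; 0% = enzyme with DMSO and 100% = wells lacking LYPLA1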
Target sequence (O75608 whole entry, looked up): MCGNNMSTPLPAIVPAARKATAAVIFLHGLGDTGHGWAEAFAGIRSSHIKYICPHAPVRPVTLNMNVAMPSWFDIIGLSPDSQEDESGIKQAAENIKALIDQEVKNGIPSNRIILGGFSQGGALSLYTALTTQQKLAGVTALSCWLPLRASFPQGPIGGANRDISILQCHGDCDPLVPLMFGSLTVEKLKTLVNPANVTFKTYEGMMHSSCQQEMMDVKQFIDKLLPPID
PAFAH1B3 FP inh: PAFAH1B3 (human) inhibition; recombinant PAFAH1B3, FP-rhodamine probe, fluorescence polarization; Q15102; 0.28% of 340,000 active; inhibition, % at 3.39 µM;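 active means inhibition above the screen-wide average of all tested compounds plus 3 SD, cut at about 25% in these data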;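 further: 0% = enzyme with DMSO only and 100% = wells lacking PAFAH1B3 protein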
LYPLA2 inh: blocks human lysophospholipase 2, a PME1 counter-screen | 0.38% of 320,000 active | O95372 | recombinant LYPLA2, FP-Rh probe fluorescence polarization | AID 2177 | inhibition, % at 5.9 µM;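 active means inhibition above the screen-wide mean plus 3 SD, limit set per campaign, cut at about 26% in these data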;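 further: 0% = LYPLA2 with DMSO and 100% = wells lacking LYPLA2 enzyme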
Target sequence (O95372 whole entry, looked up): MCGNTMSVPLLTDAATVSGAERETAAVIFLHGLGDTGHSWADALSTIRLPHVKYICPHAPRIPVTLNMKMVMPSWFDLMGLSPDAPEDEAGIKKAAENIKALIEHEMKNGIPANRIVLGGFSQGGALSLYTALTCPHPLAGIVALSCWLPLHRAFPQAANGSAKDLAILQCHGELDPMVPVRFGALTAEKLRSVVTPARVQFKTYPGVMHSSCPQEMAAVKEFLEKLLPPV
pPAFAH inh: pPAFAH (human) enzyme inhibition; Q13093; recombinant pPAFAH, FP-rhodamine probe fluorescence polarization; inhibition, % at 3.39 µM; 1.5% of 330,000 active;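 active means inhibition above the mean inhibition across the screen plus 3 SD, cut at about 25% in these data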;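 further: inhibitors block binding of the rhodamine activity-based probe so polarization drops; 0% = enzyme with DMSO and 100% = wells lacking pPAFAH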
ZTA counter: blocks Epstein-Barr virus ZTA, an EBNA-1 counter-screen; P03206; ZTA-DNA binding, fluorescence polarization; inhibition, % at 11 µM; 0.15% of 320,000 active; AID 2234; in the data active means inhibition above about 33%
Target sequence (P03206 whole entry, looked up): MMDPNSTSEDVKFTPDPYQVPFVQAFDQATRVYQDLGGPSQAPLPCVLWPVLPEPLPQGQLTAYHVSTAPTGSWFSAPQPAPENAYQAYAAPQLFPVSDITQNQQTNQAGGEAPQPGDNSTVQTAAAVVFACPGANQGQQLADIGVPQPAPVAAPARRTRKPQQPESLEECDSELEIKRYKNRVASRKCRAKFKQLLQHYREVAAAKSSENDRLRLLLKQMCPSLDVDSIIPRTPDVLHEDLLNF
PAFAH1B2 FP inh: inhibitors of human PAFAH1B2; 1.2% of 340,000 active; P68402; recombinant PAFAH1B2, FP-rhodamine activity probe, fluorescence polarization; AID 492953; inhibition, % at 3.39 µM;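 active means inhibition above the mean of all tested compounds plus 3 SD, cut at about 24% in these data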;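 further: 0% = enzyme with DMSO and 100% = wells lacking PAFAH1B2; many of its hits are not listed in these tables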
Target sequence (P68402 whole entry, looked up): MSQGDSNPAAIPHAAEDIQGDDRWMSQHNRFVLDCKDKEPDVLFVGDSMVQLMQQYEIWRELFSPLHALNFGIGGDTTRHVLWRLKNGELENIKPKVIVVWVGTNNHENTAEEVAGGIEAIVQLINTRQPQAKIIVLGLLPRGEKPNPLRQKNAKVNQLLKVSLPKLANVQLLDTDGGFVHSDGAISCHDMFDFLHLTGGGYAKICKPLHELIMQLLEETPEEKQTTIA
PAFAH2 FP inh: inhibitors of human PAFAH2 | Q99487 | recombinant PAFAH2, FP-rhodamine activity probe, fluorescence polarization | inhibition, % at 3.39 µM | 0.99% of 340,000 active | AID 492956;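 active means inhibition above the mean over all tested compounds plus 3 SD, cut at about 30% in these data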;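 further: inhibitors block probe labeling of enzyme so polarization drops; 0% = enzyme with DMSO and 100% = wells lacking PAFAH2 protein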
PREPL inhibitor: human PREPL enzyme inhibition; recombinant PREPL, fluorescence polarization activity-based probe; inhibition, % at 5.96 µM; Q4J6C6; AID 2751; 0.68% of 320,000 active; in the data active means inhibition above about 43%;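 further: 0% = enzyme with DMSO and 100% = wells lacking enzyme; many of its hits are not listed in these tables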
* = called active by the depositor; nt = not tested or not shown. The list is partial. The share of hits here may be higher or lower than overall.

Under each structure: EBNA-1 inh	LYPLA1 inh	PAFAH1B3 FP inh	LYPLA2 inh	pPAFAH inh	ZTA counter	PAFAH1B2 FP inh	PAFAH2 FP inh	PREPL inhibitor
Cc1ccc(Cc2cnc(NC(=O)C3CCCO3)s2)cc1 (centres undefined)
 : -1	3	4	14	10	-7	28*	-1	-6
CCCc1ccc(OCc2ccc(C(=O)NN)o2)c(OC)c1
 : -10	-11	3	-18	4	6	-1	0	4
CC(C)(C)NC(=O)N1CCC(CO)(Cc2ccccc2Cl)CC1
 : 2	-1	5	2	5	13	0	-3	2
Cc1cc(C(=O)Nc2ccc(Cl)cc2)c(C)n1Cc1cccs1
 : 2	-5	7	-6	9	-3	5	1	15
CCOc1ccccc1Nc1ncnc2ccc(Br)cc12
 : -11	-5	1	-8	-4	11	3	-1	5
Cc1ccc(S(=O)(=O)N2CCC(=O)N(C(CO)C(C)C)CC2)cc1 (centres undefined)
 : 2	-6	4	3	2	-13	5	-4	13
Cc1cc(Nc2ccc(Br)cc2)n2nc(C)nc2n1
 : 9	-2	1	4	0	-4	4	1	4
O=C(O)c1cccc(N2C(=O)CSC2c2ccccc2)c1 (centres undefined)
 : 4	-2	6	-7	3	5	27*	-8	-4
O=C(CNC(=O)c1cccs1)NCC(=O)OCC(=O)c1ccc([N+](=O)[O-])cc1
 : 0	-1	3	1	-1	-8	5	6	11
CCC(C)(C)C1CCc2[nH]nc(C(=O)NCc3ccc(Cl)cc3)c2C1 (centres undefined)
 : 6	-3	7	-4	0	1	5	2	-9
O=C(Cc1c(O)c2ccccc2[nH]c1=O)NCc1ccccc1
 : 6	4	8	1	4	0	3	-8	-1
O=S(=O)(Cc1ccccc1)N1CCCC(c2nc(-c3ccc(F)cc3)no2)C1 (centres undefined)
 : 2	-1	3	-2	11	-2	0	-1	-39
Cn1cccc1C(=O)C(=O)Nc1ccc(Cl)cc1
 : -5	0	5	6	3	5	2	2	12
CC1(C)Cc2ccccc2-c2nnc(SCC(=O)Nc3nc4ccccc4s3)n21
 : -15	-5	-2	-5	5	-4	1	1	0
CC(=O)N1CCN(CC(O)Cn2c3ccccc3c3ccccc32)CC1 (centres undefined)
 : 7	-2	-4	-6	0	14	6	1	1
CCCNS(=O)(=O)c1ccc(C(=O)NCC2CCCO2)cc1 (centres undefined)
 : 5	2	5	1	4	7	1	-1	11
Cn1c(=O)c2c(nc(NCCCO)n2C/C=C/c2ccccc2)n(C)c1=O
 : -1	1	1	0	3	-2	2	5	8
O=C(COC(=O)CCC(=O)c1ccc2c(c1)OCCO2)NCc1ccc2c(c1)OCO2
 : -4	1	0	11	18	-11	7	-11	17
O=C(Nc1nnc(-c2ccc(F)cc2)s1)C1CCN(S(=O)(=O)c2ccc(Cl)cc2)CC1
 : 7	-3	10	1	6	14	-3	2	-11
Cc1cccc(S(=O)(=O)NCC2CCCO2)c1 (centres undefined)
 : 2	-1	3	1	1	11	0	2	-1
C/C(CC(=O)Nc1ccccc1C)=N\NC(=O)Cc1csc(N)n1
 : 4	0	-5	0	7	16	2	-7	2
NS(=O)(=O)c1ccc(CNC(=O)c2ccccn2)cc1
 : -15	-1	5	-3	-12	0	1	-2	22
COc1ccccc1N1CCN(C(=O)C2CCN(S(=O)(=O)c3ccc(C)cc3)CC2)CC1
 : -13	-1	1	-2	-1	-6	0	-3	9
CN(C)c1ccc(/C=C(\Cl)c2nc3ccccc3s2)cc1
 : 1	2	8	6	2	17	1	-2	10
CCc1ccc(NC(=O)CSc2nc3c(c(=O)n(C)c(=O)n3C)n2C)cc1
 : 4	-1	6	-6	-1	17	2	-1	-1
O=C(NC1CCCC1)C(c1ccccc1F)N(C(=O)c1ccco1)C1CCCC1 (centres undefined)
 : -1	9	9	2	0	-6	0	-1	-2
CC(=O)Nc1cccc(NS(=O)(=O)c2cccc3nsnc23)c1
 : 0	-1	1	0	5	-6	6	8	-3
COc1ccccc1CCC(=O)Nc1cc(S(=O)(=O)N2CCCCC2)ccc1N1CCN(C)CC1
 : -2	-4	1	2	2	-9	2	5	8
Cc1nn(-c2ccccc2)c2sc(C(=O)N(Cc3ccco3)C(C)C(=O)NC(C)(C)C)cc12 (centres undefined)
 : 5	-1	-1	-5	2	7	-2	-6	-7
Cc1ccc(S(=O)(=O)N2CCCC2)cc1C(=O)NCc1ccccc1CN1CCCC1
 : nt	-3	9	4	-1	-10	-1	10	7

Gathered by group, the entries above containing a tert-butyl group (2)
Under each structure: EBNA-1 inh	LYPLA1 inh	PAFAH1B3 FP inh	LYPLA2 inh	pPAFAH inh	ZTA counter	PAFAH1B2 FP inh	PAFAH2 FP inh	PREPL inhibitor
CC(C)(C)NC(=O)N1CCC(CO)(Cc2ccccc2Cl)CC1
 : 2	-1	5	2	5	13	0	-3	2
Cc1nn(-c2ccccc2)c2sc(C(=O)N(Cc3ccco3)C(C)C(=O)NC(C)(C)C)cc12 (centres undefined)
 : 5	-1	-1	-5	2	7	-2	-6	-7

(continued)
Under each structure: EBNA-1 inh	LYPLA1 inh	PAFAH1B3 FP inh	LYPLA2 inh	pPAFAH inh	ZTA counter	PAFAH1B2 FP inh	PAFAH2 FP inh	PREPL inhibitor
CCn1c(C(=O)N2CCC(C(=O)NCCCSC3CCCCC3)CC2)cc2sccc21
 : 8	5	2	-1	3	-4	4	2	1
O=C(c1cccc(Cl)c1)N1CCC2(CC1)NCCc1[nH]cnc12
 : -8	5	5	0	-1	-6	8	7	-2
Cc1cc(NC(=O)CSc2nc(-c3ccccc3Cl)nc3c2c(=O)n(C)c(=O)n3C)no1
 : 0	-3	4	-2	2	1	1	-5	1
CCCCC(CC)COC(=O)CCCCC(=O)OCC(CC)CCCC (centres undefined)
 : nt	1	-1	-1	-2	-21	2	-1	19
c1ccc(-c2cncnc2)nc1
 : nt	-1	14	4	1	-3	-4	-1	9
CN1C(=O)C(C)(C)c2cc(S(=O)(=O)N3CCN(c4ccccc4F)CC3)ccc21
 : -12	-3	6	0	1	-6	4	3	-64
Nc1nonc1-c1nc2ccccc2n1Cc1ccc(F)cc1
 : 3	-9	5	-5	2	-1	1	-3	-8
Cc1cc(C)cc(NC(=O)CCN2CC(C)OC(C)C2)c1 (centres undefined)
 : 14	3	15	7	6	7	-1	11	9
O=C(Nc1cc2c3c(c1)CC(=O)N3CCC2)c1ccc(Cl)cc1
 : 8	2	3	11	15	-5	0	2	25
Cc1ccc(C)c(N2C(=O)CS/C2=N\NC(=O)c2ccccc2Cl)c1
 : -6	1	3	2	2	4	3	12	18
C[C@@H]1CC=C[C@@H]2[C@H]1C(=O)N(Cc1ccccc1)[C@H]2c1ccccc1Br
 : nt	nt	2	nt	3	nt	3	3	nt
CN1CCN(CC(=O)N2N=C(c3cccs3)CC2c2ccco2)CC1 (centres undefined)
 : -14	1	4	-3	4	-5	2	3	3
O=C(CSc1nc2ccc(Cl)cc2o1)NCc1ccc2c(c1)OCO2
 : 2	0	5	2	3	7	8	3	-37
O=C(NC(=S)Nc1ccccn1)c1cccc([N+](=O)[O-])c1
 : -8	0	9	3	2	-21	2	6	10
C[C@H](C(=O)CC(=O)OC(C)(C)C)[C@H](O)c1ccccc1
 : -1	-1	5	3	0	12	8	2	-2
Cc1cccc(Nc2c([N+](=O)[O-])ccc3nonc23)c1
 : -2	-2	7	1	0	4	4	-3	-6
O=C(NC(=S)NNC(=O)c1ccco1)c1ccc(Br)cc1
 : -4	0	2	0	3	6	8	1	13
COc1ccc(/C=C/C(=O)Nc2ccc(C34CC5CC(CC(O)(C5)C3)C4)cc2)cc1OC
 : 3	-40	-10	-105	-17	4	-14	-42	1
Cc1ccc(NC(=O)CSc2nc(NS(=O)(=O)c3ccccc3)cc(=O)[nH]2)cc1
 : 6	-5	-1	-1	4	12	-1	-4	1
COCCN1CCN(C(=O)C2CCC(=O)N(CCc3cccc(F)c3)C2)CC1 (centres undefined)
 : -6	4	6	4	9	1	9	3	-1
O=C(c1ccc(COc2c(F)c(F)c(F)c(F)c2F)o1)N1CCOCC1
 : 2	0	6	-2	4	11	2	7	8
CCCOc1ccc(/C=N/Nc2cc(N3CCOCC3)ncn2)c(O)c1
 : -5	-1	6	-3	5	0	-2	-4	19
CC(C)COc1ccc(C(=O)Nc2ccc(N3CCOCC3)cc2N2CCOCC2)cc1
 : 1	4	9	6	8	-14	-3	-1	14
CCS(=O)(=O)N1Cc2ccccc2CC1C(=O)Nc1ccc(C)cc1 (centres undefined)
 : -8	-1	1	3	14	-7	1	-9	7
CC1CCN(C(=O)Cn2nnc(-c3ccc([N+](=O)[O-])cc3)n2)CC1
 : 2	0	2	-2	0	16	1	0	6
NC(=O)CC(NC(=O)Cc1ccc(Cl)cc1)c1ccc(NCCc2ccccc2F)c([N+](=O)[O-])c1 (centres undefined)
 : -1	-7	0	-6	13	10	11	3	-89
Oc1cc(NCCN2CCOCC2)cc2cccnc12
 : nt	nt	54*	nt	4	nt	-1	2	12
COc1ccc(OC)c(NC(=S)NCCN2CCOCC2)c1
 : 2	0	7	6	3	-11	0	7	13
COc1cccc2sc(N(CCN(C)C)C(=O)c3ccc4c(c3)CCCC4)nc12
 : 16	-1	2	3	5	0	1	-3	-10
Cc1ccc(S(=O)(=O)Nc2c(NC3CCCCC3)c3ccccc3oc2=O)cc1
 : -1	6	12	8	-3	-9	-1	4	-1
O=C(NC(=S)Nc1ccc(Br)cc1F)C1CCCCC1
 : nt	nt	-2	nt	3	nt	5	-3	11
COc1ccc(NC(=O)CN(C)C(=O)C2=NN(c3ccccc3)C(=O)CC2)cc1
 : nt	5	8	5	5	8	1	3	7
Cc1ccc(C(=O)N2CCN(C)CC2)cc1[N+](=O)[O-]
 : -4	2	4	6	2	-5	3	-5	16
CCN(CC)C(=O)CC(c1ccccc1)c1ccco1 (centres undefined)
 : 11	-3	3	0	4	6	-3	-6	6
CCCCC(CC)CNC(=O)c1ccc2c(c1)OCO2 (centres undefined)
 : -4	0	4	1	4	-28	15	6	-2
Fc1cc(F)c(NC(=S)N2CCOCC2)c(F)c1
 : 4	-4	11	8	-3	-2	3	-6	15
Cc1ccc(C(=O)NNC(=O)C2CCN(c3nc(C)cc(C)n3)CC2)cc1
 : -7	5	3	2	-1	-16	1	-6	14
O=C(CSc1n[nH]c(=O)[nH]c1=O)Nc1ccccc1C(=O)c1ccccc1
 : 6	4	12	5	1	-3	1	2	1
Cc1cccc(C)c1NC(=O)c1cccc2c1-c1ccccc1C2=O
 : 11	1	3	8	-1	-2	0	-5	0
Cc1ccc2nc(-c3cccnc3)c(NC3CCCCC3)n2c1
 : 7	0	9	8	6	-7	1	-2	7
O=C(O)C1C2C=CC(C2)C1C(=O)NCc1ccc2c(c1)OCO2 (centres undefined)
 : -6	-2	7	0	2	-15	5	3	-2
Cc1cc(Br)c(NC(=O)Cn2c([N+](=O)[O-])cnc2C)cc1C
 : 6	-3	2	3	6	-13	-2	-8	8
CCOCC(=O)Nc1nnc(C2CCCCC2)s1
 : 0	0	1	2	-1	3	4	17	-2
O=C(COC(=O)C1=COCCO1)Nc1ccccc1
 : -5	-3	1	0	7	-5	4	79*	2
CCN(C(=O)COC(=O)c1ccco1)c1cccc2ccccc12
 : nt	nt	9	nt	6	nt	6	2	5
C=CCn1cc(CN2CCC(C(=O)Nc3cccc(-c4cccc(F)c4)c3)CC2)c(C)n1
 : 11	-2	8	1	1	8	0	-1	-30
O=C(O)c1cccc(NC(=O)c2ccc3c(c2)C(=O)N(CC2CCCO2)C3=O)c1 (centres undefined)
 : 3	1	8	7	-4	-4	-3	-6	9
COc1cccc(/C(C)=N/Nc2ccc(S(=O)(=O)N3CCCCC3)cn2)c1
 : nt	-5	1	-7	2	-1	14	7	6
CN(C)S(=O)(=O)c1ccc2c(c1)c(=O)c(C(=O)NCCCN1CCCCCC1)cn2C
 : -12	0	-3	-15	-2	-16	2	-4	4
Clc1cccc(N=C2NN=C(c3ccc4c(c3)OCCO4)CS2)c1
 : -8	-11	3	-12	1	1	-1	-3	40
